From PubChem BioAssay
Rv3671c protease: Rv3671c (M. tuberculosis) protease inhibition | P9WHR9 | actives 0.048% (n = 320,000) | inhibition, % at 5.96 µM; in the data active = inhibition above about 38%;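 also: extracellular domain of Rv3671c used as enzyme; 0% = enzyme with DMSO and 100% = no enzyme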
Anthrax LF prot: inhibitors of Bacillus anthracis lethal factor protease. P15917. multiplex microsphere protease cleavage assay, LF. inhibition, % at 10 µM. actives 0.12% (n = 360,000); in the data active = inhibition above about 30%; also: plate controls were buffer without enzyme for full effect and enzyme alone for no effect
PriA SSB inh: K. pneumoniae PriA-SSBct interaction inhibition | AlphaScreen SSBct-PriA binding, biotinylated peptide | inhibition, % at 33 µM | actives 0.6% (n = 430,000); in the data active = inhibition mostly above about 37%, no sharp cut-off; inactive = mostly below about 20%;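 also: plate controls were negative control peptide for no effect and reference peptide for full effect; strong numbers were not always called active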
Yp Topo-I inh: blocks Yersinia pestis topoisomerase I activity; actives 0.064% (n = 360,000); activity, % at 10 µM; Y. pestis Topo-I cleavage product accumulation, plate reader; in the data active = activity above about 50%, passing the limit was not always enough; also: inactives centre near 2
MazEF act: MazEF (E. coli) toxin RNase activation; AID 504720; FAM/BHQ RNA-DNA oligo cleavage fluorescence, 5 h; activation, % at 20 µM; actives 0.32% (n = 350,000); in the data active = activation above about 50%
PfHsp40 rescue: compounds rescuing yeast from Plasmodium falciparum HSP40 toxicity. S. cerevisiae expressing PfHsp40, growth rescue, ATP luminescence. growth rescue, % at 12.5 µM. actives 0.68% (n = 340,000). AID 504582; in the data active = growth rescue above about 28%, passing the limit was not always enough;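 also: yeast W303a lacking pdr1 and pdr3 grown in galactose medium; growth measured after three days at 30 °C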
DUSP3 inh: blocks human VHR1 dual specificity phosphatase; P51452; recombinant VHR phosphatase, pNPP absorbance; inhibition, % at 13.3 µM; actives 0.52% (n = 290,000); AID 1654; in the data active = inhibition above about 50%; also: some compounds called inactive have numbers as strong as hits
TcdB inh: TcdB glycohydrolase inhibition. TcdB glycohydrolase enzymatic assay, plate reader. AID 652162. inhibition, % at 9.99 µM. P18177. actives 0.24% (n = 350,000); in the data active = inhibition above about 10%
Target sequence (P18177 whole entry, looked up): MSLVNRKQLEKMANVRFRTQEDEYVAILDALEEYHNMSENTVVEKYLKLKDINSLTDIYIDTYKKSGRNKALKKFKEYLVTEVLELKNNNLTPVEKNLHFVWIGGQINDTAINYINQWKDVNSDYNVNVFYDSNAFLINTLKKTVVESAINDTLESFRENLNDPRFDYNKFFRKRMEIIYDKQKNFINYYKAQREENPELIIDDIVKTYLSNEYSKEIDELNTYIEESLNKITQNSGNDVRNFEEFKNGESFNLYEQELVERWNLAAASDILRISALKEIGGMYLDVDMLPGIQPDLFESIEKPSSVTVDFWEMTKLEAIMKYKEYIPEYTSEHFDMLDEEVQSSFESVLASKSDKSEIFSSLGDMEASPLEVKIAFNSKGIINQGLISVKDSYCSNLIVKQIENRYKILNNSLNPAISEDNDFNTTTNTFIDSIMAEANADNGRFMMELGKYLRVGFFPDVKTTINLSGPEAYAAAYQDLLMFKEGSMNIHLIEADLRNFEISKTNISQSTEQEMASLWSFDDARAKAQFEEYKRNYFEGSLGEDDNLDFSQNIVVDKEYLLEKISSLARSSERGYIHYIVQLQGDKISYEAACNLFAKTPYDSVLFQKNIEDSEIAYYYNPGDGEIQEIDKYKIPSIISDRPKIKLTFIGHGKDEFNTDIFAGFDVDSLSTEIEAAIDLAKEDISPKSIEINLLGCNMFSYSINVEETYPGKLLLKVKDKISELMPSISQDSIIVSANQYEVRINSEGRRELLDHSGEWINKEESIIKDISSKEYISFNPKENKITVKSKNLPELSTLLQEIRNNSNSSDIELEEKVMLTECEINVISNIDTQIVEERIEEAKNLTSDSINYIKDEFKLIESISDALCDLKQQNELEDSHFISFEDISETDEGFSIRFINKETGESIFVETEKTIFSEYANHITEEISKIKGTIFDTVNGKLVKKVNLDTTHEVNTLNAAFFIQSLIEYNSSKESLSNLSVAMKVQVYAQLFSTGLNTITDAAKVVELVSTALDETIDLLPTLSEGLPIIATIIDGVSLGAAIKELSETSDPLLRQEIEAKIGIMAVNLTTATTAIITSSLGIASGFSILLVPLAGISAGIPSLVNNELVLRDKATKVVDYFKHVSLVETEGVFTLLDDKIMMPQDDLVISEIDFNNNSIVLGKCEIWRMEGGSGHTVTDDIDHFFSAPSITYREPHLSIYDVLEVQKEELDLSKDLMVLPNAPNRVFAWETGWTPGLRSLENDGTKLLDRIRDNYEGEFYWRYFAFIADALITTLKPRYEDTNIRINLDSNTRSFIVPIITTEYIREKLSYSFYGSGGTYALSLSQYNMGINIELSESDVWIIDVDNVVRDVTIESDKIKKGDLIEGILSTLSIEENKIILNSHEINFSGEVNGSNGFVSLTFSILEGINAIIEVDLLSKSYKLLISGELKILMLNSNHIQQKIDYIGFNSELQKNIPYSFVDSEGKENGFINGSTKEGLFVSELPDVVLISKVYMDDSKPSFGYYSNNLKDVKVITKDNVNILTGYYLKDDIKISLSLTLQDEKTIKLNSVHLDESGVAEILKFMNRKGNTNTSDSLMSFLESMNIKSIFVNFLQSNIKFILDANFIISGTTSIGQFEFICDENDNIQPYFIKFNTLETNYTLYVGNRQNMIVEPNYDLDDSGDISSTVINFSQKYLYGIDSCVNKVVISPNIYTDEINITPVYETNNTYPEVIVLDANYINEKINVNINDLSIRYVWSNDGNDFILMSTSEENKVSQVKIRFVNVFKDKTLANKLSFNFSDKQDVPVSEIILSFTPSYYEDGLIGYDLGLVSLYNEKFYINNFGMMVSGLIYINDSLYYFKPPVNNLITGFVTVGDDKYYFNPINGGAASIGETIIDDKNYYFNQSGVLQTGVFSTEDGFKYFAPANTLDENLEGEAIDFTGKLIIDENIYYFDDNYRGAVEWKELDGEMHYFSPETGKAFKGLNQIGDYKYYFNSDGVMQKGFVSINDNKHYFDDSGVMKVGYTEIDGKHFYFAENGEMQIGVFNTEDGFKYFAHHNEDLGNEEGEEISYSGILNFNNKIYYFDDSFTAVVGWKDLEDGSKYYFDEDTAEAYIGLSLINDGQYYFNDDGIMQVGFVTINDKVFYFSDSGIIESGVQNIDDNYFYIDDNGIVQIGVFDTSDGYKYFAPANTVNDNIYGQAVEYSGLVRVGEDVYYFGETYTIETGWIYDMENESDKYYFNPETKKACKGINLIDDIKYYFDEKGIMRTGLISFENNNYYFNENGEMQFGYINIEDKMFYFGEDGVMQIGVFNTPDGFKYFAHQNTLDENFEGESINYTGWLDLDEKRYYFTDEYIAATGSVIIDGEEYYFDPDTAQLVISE
Vc quorum ag: induces V. cholerae light production without autoinducers | actives 0.16% (n = 350,000) | V. cholerae BH1578 lux reporter, luminescence, 6 h | activation, % at 18.7 µM; in the data active = activation mostly above about 9.7%, no sharp cut-off; also: not every result past the cut was called active; inactives centre near 0; reference of the scale not given here
3CLpro inhibitor: SARS-CoV 3CLpro protease inhibition | AID 1706 | inhibition, % at 6 µM | recombinant SARS-CoV 3CLpro, quenched FRET peptide cleavage | actives 0.14% (n = 290,000) | P0C6X7; in the data active = inhibition above about 12%
* = called active by the depositor; i = inactive; nt = no result given; + = active, no number; & = joins results of further samples. A portion of the library, so the mix of outcomes need not match the whole.

Order of results – Vc quorum ag | Rv3671c protease | 3CLpro inhibitor | PfHsp40 rescue | DUSP3 inh | MazEF act | Anthrax LF prot | TcdB inh | Yp Topo-I inh | PriA SSB inh
1	Cc1cccc2cc(C3CC(c4cccs4)=NN3C(=O)CCC(=O)O)c(Cl)nc12 (stereo unspecified)
    -3.1 | -3 | 3 | -0.8 | 13 | -3 | -1 | 2.8 | 11 | 2&2
2	Cc1c(C(=O)Nc2ccc(OCc3ccccc3)cc2)cccc1[N+](=O)[O-]
    -0.2 | -7 | 5 | -0.6 | 10 | 11 | -14 | nt | -2 | -4
3	O=C(NNc1c(F)c(F)cc(F)c1F)c1ccco1
    -1.8 | -9 | nt | -0.2 | nt | 8 | 1 | 0.7 | 3 | -13
4	Oc1ccc(-c2csc(-c3cccnc3)n2)c(O)c1
    i | -1 | 1 | 2.4 | 30 | 10 | -7 | 1.4 | -13 | -26
5	CC(C)Cn1cnc2c1c(=O)n(CC(=O)O)c(=O)n2Cc1ccccc1
    i | 4 | -3 | -0.7 | -23 | 8 | -21 | -0.1 | 2 | -1
6	CC(=O)C(=Nc1ccccc1Cl)NNc1ccc(Cl)cc1
    i | -7 | 1 | 1.2 | 4 | -3 | -3 | nt | 5 | 50*
7	NC(=O)C1=C[C@H](c2csc3ccccc23)C[C@H](OCc2ccc(CO)cc2)O1
    i | -7 | -4 | -0.3 | 3 | -1 | 4 | -1.9&-3.3 | -6 | 9
8	COc1ccc(Cl)cc1N(C(C)C(=O)O)S(C)(=O)=O (stereo unspecified)
    -1.5 | 4 | 2 | -0.7 | 5 | -13 | 0 | 1.3 | -10 | -3
9	O=C(CN1CCCC1)NCC12CC3CC(CC(C3)C1)C2
    1.2 | -6 | 8 | 0.4 | 7 | 0 | -8 | nt | -5 | -10
10	CC(=O)c1cccc(NC(=O)N2CCCC2C(=O)NC2CCCC2)c1 (stereo unspecified)
    0.6 | 13 | -5 | 1.7 | -4 | 2 | 4 | 0.5 | 2 | -7
11	CC(=O)Nc1cccc(C(=O)OC(C(=O)c2ccc(C)c(C)c2)c2ccccc2)c1 (stereo unspecified)
    -2.0 | -100 | 0 | 1.2 | -3 | 3 | -13 | nt | 10 | 13
12	CC(=O)Nc1ccc(-c2cn3ccsc3n2)cc1
    i | -7 | 1 | -0.4 | 15 | 1 | -3 | nt | 0 | -5
13	O=C(Cn1cnc2c(nnn2Cc2ccccc2F)c1=O)NCc1ccco1
    -12 | -6 | -1 | -1.2 | 10 | -2 | 1 | nt | 2 | -8
14	Cc1c(NC(=S)N/N=C\c2ccccc2O)c(=O)n(-c2ccccc2)n1C
    -0.4 | 7 | -2 | 0.4 | 3 | 0 | -2 | -27 | -1 | nt
15	COc1ccc(-n2c(-c3cccc(C)c3[N+](=O)[O-])n[nH]c2=S)cc1
    3.3 | 4 | -2 | -0.7 | 20 | -6 | 2 | nt | -7 | -7
16	CC(=O)N1[C@H](C)C=C[C@]1(Cc1ccccc1)C(=O)O
    -0.3 | 1 | 1 | -2.4 | 0 | 4 | 3 | -0.9 | 3 | 9
17	COc1ccc(-c2cnc3c(NC(C)=O)cc(-c4ccccc4CN(C)C)cn23)cc1OC
    i | nt | nt | nt | nt | nt | 4 | 1.4 | 5 | nt
18	Cc1c(NC(=O)c2cc3ccccc3c(=O)s2)c(=O)n(-c2ccccc2)n1C
    -0.3 | -2 | -5 | -1.5 | 32 | 4 | 4 | 1.1 | 2 | 0
19	CCCCNc1ncnc2c1cnn2Cc1ccc(Cl)cc1
    -1.4 | -7 | -1 | 3.4 | 1 | 2 | -7 | 0.5 | 7 | -5
20	Cc1noc(C)c1Cn1nc(C(=O)O)c2ccccc2c1=O
    -1.6 | -5 | 3 | -0.1 | 0 | 10 | 0 | nt | 9 | -11
21	O=C(Cn1ccc(C(F)(F)F)n1)NNC(=O)c1cccnc1
    -0.7 | -2 | -7 | -0.6 | 0 | 1 | -2 | -0.8 | -6 | -11
22	Cc1ccc(C(=O)N/N=C/c2ccc(-c3cccc(C(F)(F)F)c3)o2)cn1
    -0.7 | 6 | -2 | 0.2 | 25 | -9 | -14 | -0.8 | 14 | i
23	Cc1sc2ncn(CC(=O)NCC(=O)N3CCN(c4ccc(F)cc4)CC3)c(=O)c2c1C
    -0.2 | 3 | -2 | -1.0 | 25 | 5 | 6 | -4.9 | 6 | -13
24	Brc1cc(-c2ccccc2)nc(-c2ccccc2)n1
    i | 2 | nt | nt | nt | -7 | 21 | 1.6 | -4 | -4
25	CCN(CC)S(=O)(=O)c1cccc(NC(=O)c2cccc(S(=O)(=O)N3CCCC3)c2)c1
    i | -22 | nt | 0.1 | nt | -7 | 8 | 0.8 | 13 | -9
26	CCc1nnc(NC(=O)CCC(=O)Nc2ccc(OC)cc2OC)s1
    -0.2 | 4 | 5 | -1.5 | -2 | 9 | -2 | 0.8 | 1 | 1
27	CSc1nsc(SCC(=O)N2CCc3ccccc32)n1
    -0.6 | -4 | -3 | 0.6 | 18 | 1 | 1 | nt | -2 | -12
28	COc1nc2c(C)cccc2cc1-c1noc(-c2ccco2)n1
    1.4 | -3 | 0 | 0.3 | -12 | -2 | 2 | nt | -6 | -6
29	CCCCc1nc2n[nH]c(N)c2c2c1CSC(C)(C)C2
    i | 2 | 9 | 3.8 | 15 | 2 | -2 | nt | 2 | 1
30	Cc1cc(C)c2c(N)c(C(=O)NCc3ccco3)sc2n1
    -0.6 | 4 | 6 | 0.5 | 26 | 3 | 2 | nt | 6 | -13

Copied from the listing (10 entries):
Order of results – Vc quorum ag | Rv3671c protease | 3CLpro inhibitor | PfHsp40 rescue | DUSP3 inh | MazEF act | Anthrax LF prot | TcdB inh | Yp Topo-I inh | PriA SSB inh
21	O=C(Cn1ccc(C(F)(F)F)n1)NNC(=O)c1cccnc1
    -0.7 | -2 | -7 | -0.6 | 0 | 1 | -2 | -0.8 | -6 | -11
22	Cc1ccc(C(=O)N/N=C/c2ccc(-c3cccc(C(F)(F)F)c3)o2)cn1
    -0.7 | 6 | -2 | 0.2 | 25 | -9 | -14 | -0.8 | 14 | i
23	Cc1sc2ncn(CC(=O)NCC(=O)N3CCN(c4ccc(F)cc4)CC3)c(=O)c2c1C
    -0.2 | 3 | -2 | -1.0 | 25 | 5 | 6 | -4.9 | 6 | -13
24	Brc1cc(-c2ccccc2)nc(-c2ccccc2)n1
    i | 2 | nt | nt | nt | -7 | 21 | 1.6 | -4 | -4
25	CCN(CC)S(=O)(=O)c1cccc(NC(=O)c2cccc(S(=O)(=O)N3CCCC3)c2)c1
    i | -22 | nt | 0.1 | nt | -7 | 8 | 0.8 | 13 | -9
26	CCc1nnc(NC(=O)CCC(=O)Nc2ccc(OC)cc2OC)s1
    -0.2 | 4 | 5 | -1.5 | -2 | 9 | -2 | 0.8 | 1 | 1
27	CSc1nsc(SCC(=O)N2CCc3ccccc32)n1
    -0.6 | -4 | -3 | 0.6 | 18 | 1 | 1 | nt | -2 | -12
28	COc1nc2c(C)cccc2cc1-c1noc(-c2ccco2)n1
    1.4 | -3 | 0 | 0.3 | -12 | -2 | 2 | nt | -6 | -6
29	CCCCc1nc2n[nH]c(N)c2c2c1CSC(C)(C)C2
    i | 2 | 9 | 3.8 | 15 | 2 | -2 | nt | 2 | 1
30	Cc1cc(C)c2c(N)c(C(=O)NCc3ccco3)sc2n1
    -0.6 | 4 | 6 | 0.5 | 26 | 3 | 2 | nt | 6 | -13

Next structures
Order of results – Vc quorum ag | Rv3671c protease | 3CLpro inhibitor | PfHsp40 rescue | DUSP3 inh | MazEF act | Anthrax LF prot | TcdB inh | Yp Topo-I inh | PriA SSB inh
31	O=C(CCCC(=O)N(CC(=O)NC1CCCC1)c1ccc(F)c(Cl)c1)Nc1ccccn1
    -0.8 | -1 | 1 | -0.1 | 6 | 0 | 12 | 1.2 | 5 | -14
32	COc1ccc(CNC(=O)C(c2ccc(C)cc2)N(Cc2cccs2)C(=O)c2ccc3c(c2)OCCO3)cc1 (stereo unspecified)
    0.0 | -24 | 6 | 0.7 | 26 | -26 | -4 | nt | -1 | -3
33	O=C(c1ccncc1)N1N=C(C2CCCCC2)CC1(O)C(F)(F)F (stereo unspecified)
    i | 5 | 10 | nt | 46 | 0 | 5 | 1.1 | 3 | 3
34	Cc1ccc(C)c(S(=O)(=O)Nc2ccc3scnc3c2)c1
    -0.2 | -1 | 0 | 0.3 | 20 | 4 | -2 | nt | 3 | 4&-10
35	Cc1cc(OC(F)F)ccc1NC(=O)Nc1ccc2c(c1)OCO2
    -0.2 | 0 | -2 | -1.4 | -2 | -11 | 1 | -0.6 | -3 | -9
36	CS(=O)(=O)N(CCc1ccccc1)CC(=O)NCc1ccncc1
    i | 1 | -1 | -0.6 | 12 | -4 | -3 | 1.2 | -3 | -14
37	CCOC(=O)Cc1csc(NS(=O)(=O)c2ccc(OC)cc2)n1
    -1.8 | 7 | 0 | -0.3 | 10 | 0 | 2 | 1.2 | 5 | -9
38	Cc1ccc(C)c(C(=O)n2cnnc2N)c1
    16 | 5 | 0 | 2.8 | 13 | 5 | -2 | nt | 4 | -2
39	CS(=O)(=O)N(CCc1ccccc1)CC(=O)Nc1ccc(Br)cc1F
    0.3 | -4 | 2 | 2.6 | 13 | -1 | 5 | 0.3 | 21 | -1
40	COc1ccc(OC)c(NC(=O)Nc2cccc(Cn3cccn3)c2)c1
    12 | -2 | 0 | -0.2 | 2 | 9 | -2 | nt | -2 | 5
41	CCc1ccccc1NC(=O)c1ccccc1Sc1ccc([N+](=O)[O-])cc1Cl
    i | -7 | 0 | 0.3 | 14 | -10 | 2 | 2.0 | 7 | 24
42	C/C(Cl)=C\Cn1c(=O)c2c(nc3n2CCS3)n(C)c1=O
    -0.3 | 5 | 2 | -0.1 | 10 | -2 | -1 | nt | 3 | -12
43	CC1CCN(C(=O)C(=O)Nc2sc3c(c2C(N)=O)CC(C)(C)OC3)CC1
    -0.3 | -2 | 2 | -0.5 | -6 | 5 | 0 | 0.2 | 9 | 7
44	COc1ccc(NC(=O)CNC(=O)c2ccco2)cc1
    -0.4 | -10 | -5 | 0.4 | 46 | -1 | nt | 0.3 | 0 | -4
45	CC1=Nc2ccccc2/C1=C\c1nc(-c2ccc(F)cc2)oc1O
    -2.2 | 23 | 6 | 0.8 | 10 | + | 12 | -2.2 | 4 | -5
46	Cc1c(C(=O)N2CCOCC2)c(S(=O)(=O)Nc2cccc(F)c2)c(C)n1C
    -1.0 | -2 | 1 | -1.0 | -7 | 1 | -1 | 1.2 | 0 | 0
47	CCn1nnc(NC(=O)c2ccc(C(C)(C)C)cc2)n1
    -5.0 | -4 | 0 | -0.4 | 10 | 7 | 4 | nt | 0 | 29
48	Nc1nc(SCCO)[nH]c(=O)c1NC(=O)c1ccccc1F
    -6.7 | 12 | 1 | -0.2 | 2 | -10 | -1 | 0.9 | 1 | -2
49	CC(NC(=O)COC(=O)Cn1cc(C(F)(F)F)ccc1=O)c1ccccc1 (stereo unspecified)
    i | -1 | nt | -0.7 | nt | 2 | 0 | 0.0 | 2 | 0
50	OC(c1ccccc1)c1nc(-c2ccc(Cl)cc2)cs1 (stereo unspecified)
    i | nt | nt | nt | nt | nt | 2 | -0.3 | 1 | nt
51	CCn1c(=O)c(-c2cc(=O)[nH][nH]2)c(O)c2ccccc21
    -0.9 | -9 | 1 | 97* | -3 | 3 | -6 | -1.2 | 9 | -2
52	O=C(O)CCC(=O)Nc1ccc(Cc2ccc(NC(=O)CCC(=O)O)cc2)cc1
    i | -8 | -2 | -1.1 | 29 | -1 | 0 | nt | 4 | 1
53	CC(C)c1ccc(NC(=O)CSc2nnc(OC(=O)N(C)C)n2C2CC2)cc1
    i | 8 | 6 | 0.9 | 10 | 4 | -3 | 1.4 | 7 | -19
54	COCCn1c(SCC(=O)c2ccc3c(c2)OCCO3)nnc1-c1ccco1
    0.4 | -1 | -3 | -1.5 | 3 | 5 | -3 | nt | 17 | -8
